PREPL inh: PREPL enzyme inhibitors, primary screen, biochemical, fluorescence polarization. Prolyl endopeptidase-like (Homo sapiens), Q4J6C6. recombinant PREPL, fluorescence polarization activity-based probe. inhibition, % at 5.96 µM. 0.68% of 320,000 active. AID 2751, 2010; in the data active = inhibition above about 43%;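 note: 0% = enzyme with DMSO and 100% = wells lacking enzyme; many of its hits are not listed in these tables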
Efflux pump mplx: inhibitors of Candida efflux pumps in yeast, primary screen, S. cerevisiae, Nile Red, multiplex. S. cerevisiae Candida pump triplex. inhibition, % at 10 µM. 0.44% of 330,000 active;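 active = plate passing quality check with inhibition over a set limit, or well fluorescence over plate mean plus 4 SD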;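 note: Nile Red retained in pooled yeast measured as flow cytometry median fluorescence; 0% = buffer negative control and 100% = Enniatin B positive control; higher means more Nile Red kept so more efflux inhibition; some compounds called inactive have numbers as strong as hits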
PP5 inh: PP5 phosphatase inhibitors, primary screen, biochemical, fluorescence; inhibition, % at 6.7 µM; 0.18% of 320,000 active; purified PP5c, OMFP substrate fluorescence; AID 1987, 2009;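 active = inhibition above the campaign's mean inhibition across all tested compounds plus 3 SD, cut at about 9.5% in these data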;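 note: 0% = DMSO only and 100% = 100 µM cantharidin control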
Target sequence (P53041 whole entry, looked up): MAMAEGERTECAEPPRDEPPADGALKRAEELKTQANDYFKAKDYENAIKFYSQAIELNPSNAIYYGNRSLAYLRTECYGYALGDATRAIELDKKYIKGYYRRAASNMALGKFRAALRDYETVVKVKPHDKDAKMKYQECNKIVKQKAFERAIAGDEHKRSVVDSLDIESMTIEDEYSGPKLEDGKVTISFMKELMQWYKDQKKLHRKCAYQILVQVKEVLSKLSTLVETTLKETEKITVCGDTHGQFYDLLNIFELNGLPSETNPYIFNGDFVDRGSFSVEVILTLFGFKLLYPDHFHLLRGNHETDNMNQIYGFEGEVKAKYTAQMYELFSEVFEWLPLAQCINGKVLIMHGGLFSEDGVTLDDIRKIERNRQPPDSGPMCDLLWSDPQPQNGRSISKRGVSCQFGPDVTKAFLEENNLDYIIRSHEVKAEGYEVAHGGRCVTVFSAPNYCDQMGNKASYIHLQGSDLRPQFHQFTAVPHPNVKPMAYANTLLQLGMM
PP1 counter: PP1-alpha phosphatase inhibitors, primary screen, counter-screen for PP5 inhibitor project, biochemical, fluorescence, OMFP substrate, single point; AID 2235, 2010; 0.9% of 320,000 active; purified PP1alpha; inhibition, % at 6.7 µM;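 active = inhibition above the mean inhibition of all tested compounds plus 3 SD, computed separately for each screening campaign, cut at about 15% in these data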
Target sequence (P62136 whole entry, looked up): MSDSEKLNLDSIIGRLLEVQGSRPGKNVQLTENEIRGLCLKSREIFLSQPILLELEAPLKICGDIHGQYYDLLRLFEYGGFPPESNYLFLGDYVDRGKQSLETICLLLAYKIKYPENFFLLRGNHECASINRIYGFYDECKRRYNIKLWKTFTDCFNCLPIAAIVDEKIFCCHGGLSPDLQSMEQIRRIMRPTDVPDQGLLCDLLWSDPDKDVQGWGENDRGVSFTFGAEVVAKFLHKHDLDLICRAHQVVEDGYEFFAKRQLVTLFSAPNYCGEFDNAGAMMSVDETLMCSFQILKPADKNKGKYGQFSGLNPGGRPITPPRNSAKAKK
TPT1 inh: Candida albicans TPT1 enzyme inhibitors, primary screen, biochemical, fluorescence polarization. recombinant caTPT1, FP RNA substrate dephosphorylation. tRNA 2'-phosphotransferase TPT1 (Candida albicans SC5314). 0.81% of 300,000 active. inhibition, % at 5 µM;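 active = inhibition above the mean of all tested compounds plus 3 SD, set per screening campaign, cut at about 24% in these data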;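 note: plate controls were DMSO alone for no effect and ferristatin control at 100 nM for full effect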
EBNA-1 inhibitor: EBNA-1 DNA-binding inhibitors, primary screen, biochemical, fluorescence polarization; inhibition, % at 14.8 µM; 0.34% of 300,000 active; in the data active = inhibition above about 28%
ZTA DNA inh: blocks Epstein-Barr virus ZTA, an EBNA-1 counter-screen; ZTA-DNA binding, fluorescence polarization; inhibition, % at 11 µM; 0.15% of 320,000 active; P03206; in the data active = inhibition above about 33%
Target sequence (P03206 whole entry, looked up): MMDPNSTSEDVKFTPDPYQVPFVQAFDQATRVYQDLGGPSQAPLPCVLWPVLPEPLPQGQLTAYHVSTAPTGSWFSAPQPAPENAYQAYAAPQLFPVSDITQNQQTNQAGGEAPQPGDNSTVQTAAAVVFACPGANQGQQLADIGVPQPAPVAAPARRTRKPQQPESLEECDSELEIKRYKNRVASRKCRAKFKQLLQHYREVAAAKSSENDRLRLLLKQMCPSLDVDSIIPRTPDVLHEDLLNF
HCV core dimer: inhibitors of HCV core protein dimerization, primary screen, biochemical, TR-FRET, high-throughput; 0.33% of 300,000 active; TR-FRET GST/Flag-core106 dimerization, 1536-well; inhibition, % at 5 µM;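 active = inhibition above the mean of all tested compounds plus 3 SD, set per screening campaign, cut at about 45% in these data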
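assay system = GST-tagged and Flag-tagged HCV core protein residues 1-106 | controls = unlabelled core106 and no-GST-core106 wells | incubation = compound-protein-antibody incubation 4 h at 22.5 °C | probe or stimulus = Eu donor and XL665 acceptor anti-tag antibodies | read-out = % inhibition based on acceptor/donor emission ratio | signal = TR-FRET 671 and 617 nm emission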
Fh CTSL1 inh: Fasciola hepatica cathepsin L1 inhibitors, primary screen, counter-screen for PFM18AAP inhibitor project, biochemical, QFRET, fluorogenic peptide substrate | 0.49% of 300,000 active | AID 1906, 2009 | recombinant F. hepatica cathepsin L1, Z-Leu-Arg-MCA fluorescence | inhibition, % at 5.96 µM;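 active = inhibition above the mean of all tested compounds plus 3 SD, set per screening campaign, cut at about 17% in these data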;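 note: 0% = plate median of test compound wells and 100% = 1 µM Z-Phe-Ala-diazomethylketone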
Starred values were filed as active, the others as inactive; · = no result given. This is a subset, so the mix of outcomes need not match the whole.

SMILES	PREPL inh	Efflux pump mplx	PP5 inh	PP1 counter	TPT1 inh	EBNA-1 inhibitor	ZTA DNA inh	HCV core dimer	Fh CTSL1 inh
Cc1ccccc1-n1nc2c(c1NC(=O)c1c(-c3ccccc3Cl)noc1C)CS(=O)(=O)C2	3	-0.1	1.5	0	0	-5	-6	-1	0
Cc1cccc(C(=O)OCC(=O)N(CC(C)C)c2c(N)n(Cc3ccccc3)c(=O)[nH]c2=O)c1O	7	0.0	-3.4	8	2	4	13	-5	1
CCOc1ccc(N(C(=O)c2snc(C(N)=O)c2N)C(C(=O)NC2CCCC2)C(C)C)cc1 (stereo not given)	21	0.0	2.5	2	-2	8	-9	-7	2
O=C(NCCN1C(=O)S/C(=C\c2cccs2)C1=O)c1ccc(=O)[nH]c1	0	-0.2	-1.4	-3	0	-10	-9	3	-3
COCCNC(=S)Nc1ccc(N2CCOCC2)c(S(=O)(=O)Nc2ccccc2OC)c1	0	-0.1	2.6	-1	·	·	6	·	·
COc1ccc2c(c1)c(=O)c(Br)c(C)n2Cc1ccccc1	-5	0.0	1.7	-2	-1	6	15	3	0
CCOc1ccc(S(=O)(=O)N/N=C(\C)C2CCCCC2)cc1	-39	-0.3	-0.3	1	-2	8	8	-6	0
CCOC(=O)N1CCC(Nc2c(NCCCN3CCN(c4ccc(OC)cc4)CC3)c(=O)c2=O)CC1	21	0.0	0.8	-2	-1	-5	1	-3	-4
COc1ccc(C2C(C(=O)c3sc(C)nc3C)=C(O)C(=O)N2CCN(C)C)cc1 (stereo not given)	13	0.1	2.5	4	6	-1	7	-2	-1
CCOC(=O)c1ccc(Nc2nc(N3CCOCC3)nc(N3CCOCC3)n2)cc1	13	0.2	1.2	0	0	0	-5	-4	0
C/C(CCC1CC(C)OC1=O)=N\NC(N)=O (stereo not given)	2	0.5	1.2	-8	4	-8	8	-5	6
COc1ccc(-c2noc(CCC(=O)NCCN3CCN(c4ccccc4F)CC3)n2)cc1	-15	0.0	1.8	1	-5	0	4	-4	-1
COc1ccc(Br)cc1C1Nc2ccccc2C(=O)N1NC(=O)c1ccncc1 (stereo not given)	9	-0.1	1.9	-2	-2	-3	-9	-13	-2
O=C(CN=C1NC(=O)C(c2ccccc2)(c2ccccc2)N1)NCc1ccc(F)cc1	0	0.2	1.0	-5	-2	3	12	6	2
CCCC(C)C(=O)Nc1ccc(C(N)=O)cc1 (stereo not given)	-4	0.2	-0.5	-1	-1	4	-2	-2	-4
Cc1ccccc1-c1n[nH]c(=S)n1/N=C/c1c(C)nn(-c2ccccc2)c1C	8	0.0	2.6	3	3	-2	-3	2	2
Cc1cc(OC(=O)c2ccc(S(=O)(=O)N3CCCC3)cc2)c([N+](=O)[O-])c(=O)[nH]1	2	-0.1	1.2	-2	-1	7	16	3	2
COc1cccc(C(=O)CC(=O)C(=O)Nc2ccc([N+](=O)[O-])cc2C)c1	5	0.1	2.6	4	-2	12	-3	9	6
COc1cccc(N2CCN(C(=O)c3cccn4c(=O)c5c(C)c(C)sc5nc34)CC2)c1	-4	-0.1	2.0	-2	-1	-9	-14	2	13
COc1ccccc1NS(=O)(=O)c1cccc(NC(=O)c2nc3nc(C)cc(C)n3n2)c1	-3	0.1	-0.8	1	-5	0	16	-1	-3
Oc1c(N=NC(=S)Nc2ccccc2F)c2ccccc2n1Cc1ccccc1F	40	-0.4	2.5	0	-2	-1	-1	10	2
Cn1c(=O)c2c(nc(SCC(=O)NCC3CCCO3)n2Cc2ccc(F)cc2)n(C)c1=O (stereo not given)	-1	-0.3	-2.1	-4	-3	7	-9	1	2
Cc1cc(C)nc(SCc2c(F)cccc2Cl)n1	-9	0.1	-1.5	2	-1	7	8	-7	4
Cn1ncc(C#N)c1/N=C/N1CCOCC1	11	0.0	0.0	-3	-1	-11	5	-4	1
Cc1ccc(C)c(NC(=O)C(Sc2ncnc3ccccc23)c2ccccc2)c1 (stereo not given)	4	-0.1	1.4	1	1	-7	-5	-4	1

The list goes on, overlapping the part above by 5 compounds.
SMILES	PREPL inh	Efflux pump mplx	PP5 inh	PP1 counter	TPT1 inh	EBNA-1 inhibitor	ZTA DNA inh	HCV core dimer	Fh CTSL1 inh
Oc1c(N=NC(=S)Nc2ccccc2F)c2ccccc2n1Cc1ccccc1F	40	-0.4	2.5	0	-2	-1	-1	10	2
Cn1c(=O)c2c(nc(SCC(=O)NCC3CCCO3)n2Cc2ccc(F)cc2)n(C)c1=O (stereo not given)	-1	-0.3	-2.1	-4	-3	7	-9	1	2
Cc1cc(C)nc(SCc2c(F)cccc2Cl)n1	-9	0.1	-1.5	2	-1	7	8	-7	4
Cn1ncc(C#N)c1/N=C/N1CCOCC1	11	0.0	0.0	-3	-1	-11	5	-4	1
Cc1ccc(C)c(NC(=O)C(Sc2ncnc3ccccc23)c2ccccc2)c1 (stereo not given)	4	-0.1	1.4	1	1	-7	-5	-4	1
O=C(CSc1ccccc1)OCC(=O)N1CCN(C(=O)c2ccco2)CC1	4	-0.1	-2.2	-3	·	·	13	·	·
CN(CCOc1ccccc1)C(=O)CCc1c[nH]c2ccccc12	-21	-0.4	-2.1	-1	-1	6	0	4	-1
Cn1c(=O)c([N+](=O)[O-])c(NC2CCS(=O)(=O)C2)c2ccccc21 (stereo not given)	5	0.0	-2.1	-1	-3	0	-12	3	2
CC(C)(CNc1ccc([N+](=O)[O-])cc1C#N)N1CCOCC1	2	-0.1	-1.6	0	1	5	-2	5	5
Cn1c(CNC(=O)c2ccccc2F)nnc1SCCOc1ccccc1	0	0.2	2.9	-3	0	-8	-3	3	-5
CCC(CC)C(=O)N1CCN(Cc2nc3ccccc3c(=O)[nH]2)CC1	5	0.0	-0.8	-3	-2	1	1	-2	2
CCOC(=O)C(C)N1C(=O)S/C(=C\c2ccc(-c3ccccc3C(=O)O)o2)C1=O (stereo not given)	-6	0.0	-0.4	3	3	27	27	15	9
COc1ccc(N=C2S/C(=C\c3ccco3)C(=O)N2CC(C)C)cc1	1	0.0	-0.8	-4	2	6	11	3	1
CC1(C)N(OCc2ccccc2)C(=O)C(=O)N(OCc2ccccc2)C1(C)C	21	0.0	3.5	-3	1	7	-5	0	-5
Cc1nc(CCNC(=O)CC2C(=O)NCCN2Cc2ccccc2F)sc1C (stereo not given)	9	0.0	-3.6	-6	0	3	-5	-1	-3
COc1ccc(NC(=O)c2ccco2)c([N+](=O)[O-])c1	15	1.2	3.4	0	3	1	1	-13	-5
COc1ccccc1N(C)S(=O)(=O)c1ccc(C(=O)NC2=NCCS2)cc1	-22	0.0	0.4	-3	-3	45*	0	0	-2
COc1cccc(CC2(CO)CCCN(CC3=Cc4cc(Cl)ccc4OC3)C2)c1 (stereo not given)	-43	-0.1	0.7	1	-5	4	8	1	1
Cc1ccccc1C(=O)Nc1ccccc1-c1nnn(CC(=O)Nc2ccc3c(c2)OCCO3)n1	10	0.2	3.3	0	1	17	5	2	-2
Cc1cc(C(=O)O)ccc1-c1ccc(/C=C2\NC(=O)N(Cc3ccccc3Cl)C2=O)o1	29	-0.1	2.1	-2	6	-16	7	5	0
CCOC(=O)C1CCCN(S(=O)(=O)c2ccc3c(c2)CC(C)N3C(=O)C2CC2)C1 (stereo not given)	5	-0.1	0.1	-3	-3	-5	0	8	4
Cc1c(F)cccc1NS(=O)(=O)c1ccc2c(c1)c(=O)n(C)c(=O)n2C	6	1.0	1.8	-3	7	-4	9	8	0
CC(Oc1ccccc1)C(=O)N=C1SC2CS(=O)(=O)CC2N1Cc1ccc(F)cc1 (stereo not given)	-1	-0.1	0.0	0	0	2	11	12	0
O=C(CCNC(=O)c1ccccc1Cl)NCCc1ccc(Cl)cc1	2	0.1	1.5	0	-3	-6	-4	2	-4
CN(C)CCN(C(=O)c1ccc(S(=O)(=O)N(C)c2ccccc2)cc1)c1nc2cc3c(cc2s1)OCO3	11	-0.1	1.7	0	-1	12	-20	-4	-2
O=C(CSc1ccc(-c2ccco2)nn1)Nc1ccc(F)cc1	-1	0.1	2.1	6	4	0	6	10	1
Cc1ccc(-c2cc(C(=O)Nc3cc(C)on3)c3ccccc3n2)c(C)c1	-12	-0.1	3.6	3	0	1	8	14	4
COCCCn1c(SCC(=O)NC2CCCCC2)nc2ccccc2c1=O	2	0.2	1.5	-2	0	1	7	-1	0
Cc1ccnc(NC(=O)c2cccc(NC(=O)CC3SC(N4CCCCC4)=NC3=O)c2)c1 (stereo not given)	13	-0.1	5.0	-1	·	·	-9	·	·
CC(=O)Nc1ccc(NC(=S)NC(=O)C2CCCC2)cc1	-5	-0.1	2.2	-1	-2	2	3	-11	-1
SMILES	PREPL inh	Efflux pump mplx	PP5 inh	PP1 counter	TPT1 inh	EBNA-1 inhibitor	ZTA DNA inh	HCV core dimer	Fh CTSL1 inh
Cc1cccc(NC(=O)Nc2cccc(C)n2)n1	3	-0.1	0.3	-2	-3	1	-7	-6	0
Cc1ccc(S(=O)(=O)NCC(=O)NCC2CCCCC2)cc1C	1	0.0	2.7	5	-1	-4	-15	9	0
CCSc1ccccc1C(=O)NCCCn1ccnc1	12	-0.2	-0.4	-3	0	13	11	-6	4
COc1ccccc1-n1c(CNC(=O)c2ccco2)nnc1SCC(=O)Nc1cc(C)ccc1C	1	-0.1	0.6	-3	0	-1	8	1	0
CCCCCN(C(=O)CCC(=O)OCCOc1ccccc1)c1c(N)n(CCCC)c(=O)[nH]c1=O	5	0.2	-0.5	-4	-2	-13	13	1	0
O=C(NCc1cccs1)C1CCCN(c2ncccn2)C1 (stereo not given)	3	0.0	-0.9	-2	-3	4	-1	-2	-3
CCC(c1nnnn1Cc1ccco1)N(Cc1ccccc1OC)Cc1cc2cc(C)ccc2[nH]c1=O (stereo not given)	8	0.1	5.5	3	2	-7	-1	33	2
CC(=O)Nc1cc(C(=O)OC(C(=O)c2ccccc2)c2ccccc2)ccc1C (stereo not given)	-45	0.2	-1.0	-2	0	7	3	-2	-18
Cc1ccc(-c2nc(CSc3nc4ccccc4c(=O)n3CCO)cs2)cc1	-8	0.6	4.7	1	4	4	2	7	-4
COc1ccc(N2C(=O)CC(N3CCC(O)(c4ccc(Br)cc4)CC3)C2=O)cc1 (stereo not given)	11	0.1	3.2	-3	0	-11	-1	-1	0
Cc1ccc2sc(NC(=O)c3cccc(N4C(=O)CCC4=O)c3)nc2c1C	3	0.0	3.1	-2	-5	7	-2	-1	-3
C=CCOc1ccc(C2=NOC(C(=O)Nc3ccc4c(c3)OCCO4)C2)cc1OC (stereo not given)	0	0.1	1.5	-3	-1	-4	6	12	3
CCCCn1c(=O)c(Cc2ccccc2)c(O)c2ccccc21	11	0.0	-2.2	2	-10	7	-29	1	4
COc1ccc(-n2c(SCC(=O)NCC3CCCO3)nc3c(c2=O)SCC3)cc1 (stereo not given)	11	0.0	3.0	-2	1	-8	2	2	2
CCN(CC)C(=O)c1ccc(Nc2nnc(-c3ccc(O)cc3)c3ccccc23)cc1	16	0.3	0.8	5	2	-10	4	11	7
CC(C)C1NC(=S)N(Cc2ccccc2)C1=O (stereo not given)	4	0.0	1.1	3	0	11	11	6	-1
CCC(=O)Nc1c(-c2ccc3ccccc3c2)nc2ccccn12	10	0.1	1.6	-2	-1	6	-1	0	3
Cc1ccc(C(=O)Nc2cnc3ccccn3c2=O)cc1	5	-0.4	-1.2	-5	0	10	3	1	3
CN(C)S(=O)(=O)c1ccc(C(=O)Nc2ccccc2C(=O)NCCCN2CCOCC2)cc1	7	0.1	0.0	-4	·	·	-6	·	·
